NLRP3 yeast inh = inhibitors of NALP3 inflammasome in yeast; Yeast reconstituted NLRP3/ASC/caspase-1, beta-gal luminescence, 24 h; inhibition, % at 10 µM; actives 0.39% (n = 330,000);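 active = inhibition of 50% or more; inactive = inhibition below 50%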;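 also: plate controls were induced DMSO wells for no effect and uninduced yeast grown without galactose for full effect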
MIN6 prolif = inducers of beta-cell replication in MIN6 cells | MIN6 cells proliferation, ATPlite luminescence, 48 h; cells starved in 0.2% serum; 100% = growth in 10% serum | proliferation, % at 10 µM | actives 0.29% (n = 330,000) | AID 2380;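 active = compounds whose signal lies at least 3.5 SD above the mean of all wells on their plate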;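 also: 0% = DMSO-treated cells in low-serum medium and 100% = 10% serum control; some compounds called inactive have numbers as strong as hits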
APOBEC3G inh = APOBEC3G (human) deaminase inhibition; actives 0.28% (n = 330,000); Q9HC16; recombinant A3G, ssDNA deamination FAM/TAMRA fluorescence; inhibition, % at 20 µM;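 active = inhibition of at least 40% at 20 µM, with no more than 30% in the related APOBEC3A deaminase screen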;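 also: plate controls were DMSO wells with A3G for no effect and wells lacking A3G enzyme for full effect; some compounds called inactive have numbers as strong as hits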
tim10-1 inh = inhibits growth of tim10-1 mutant yeast. S. cerevisiae tim10-1 ts strain growth, BacTiter-Glo, 24 h. actives 2.2% (n = 330,000). AID 463190. inhibition, % at 20 µM;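 active = inhibition of at least 40%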;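 also: mutant grown at 25 °C; 0% = DMSO wells with yeast and 100% = wells holding no yeast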
mIAP activ = increases mouse intestinal alkaline phosphatase activity; AID 2805; muIAP, CDP-Star luminescence, 30 min; stronger effect = higher value; 1 = vehicle-only enzyme signal, 0 = enzyme-free wells; activation factor at 10 µM; actives 0.24% (n = 330,000);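 active = activation factor of at least 2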; also: the source names both 10 and 20 µM as test concentration; values of inactives mirror those of a sister screen read the other way
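System: mouse IAP enzyme. Reagent: CDP-Star chemiluminescent phosphatase substrate. Benchmarks: DMSO wells, no-enzyme wells. Times: 30 min enzyme-substrate-compound incubation at room temperature. Detection: luminescence from enzymatic CDP-Star hydrolysis. Doses: test compounds delivered from DMSO solution.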
hIAP inh = blocks human intestinal alkaline phosphatase; purified IAP, CDP-Star luminescence, 30 min; AID 2544; inhibition, % at 10 µM; actives 0.12% (n = 330,000);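 active = inhibition reaching a set limit with compound at 10 µM in the primary screen, cut at about 35% in these data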;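 also: plate controls were DMSO wells with enzyme for no effect and no-enzyme buffer wells for full effect; values of inactives mirror those of a sister screen read the other way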
Target sequence (P09923 whole entry, looked up): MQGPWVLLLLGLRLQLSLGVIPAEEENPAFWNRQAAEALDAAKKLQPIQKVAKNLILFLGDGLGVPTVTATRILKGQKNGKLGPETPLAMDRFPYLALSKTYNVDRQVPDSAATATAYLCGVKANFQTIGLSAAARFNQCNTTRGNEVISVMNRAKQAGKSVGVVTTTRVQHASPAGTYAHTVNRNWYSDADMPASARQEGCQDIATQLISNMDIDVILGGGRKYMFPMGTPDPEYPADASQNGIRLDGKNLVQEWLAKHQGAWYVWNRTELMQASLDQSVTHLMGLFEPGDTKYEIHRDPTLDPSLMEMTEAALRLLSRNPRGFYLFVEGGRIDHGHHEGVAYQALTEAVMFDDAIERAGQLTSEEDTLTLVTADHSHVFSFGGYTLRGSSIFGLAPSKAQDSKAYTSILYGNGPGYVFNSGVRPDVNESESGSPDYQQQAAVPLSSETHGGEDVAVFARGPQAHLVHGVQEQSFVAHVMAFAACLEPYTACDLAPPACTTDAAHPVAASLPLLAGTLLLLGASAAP
mIAP inh = blocks mouse intestinal alkaline phosphatase | inhibition, % at 10 µM | AID 2806 | actives 0.2% (n = 330,000) | purified mouse IAP, CDP-Star luminescence, 30 min;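 active = inhibition of at least 40% at 10 µM in the primary screen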;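 also: plate controls were DMSO with enzyme for no effect and no enzyme wells for full effect; values of inactives mirror those of a sister screen read the other way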
TIM10 inh = growth inhibitors of TIM10 yeast strain; S. cerevisiae TIM10 strain growth, BacTiter-Glo luminescence, 24 h; inhibition, % at 10 µM; actives 1.4% (n = 330,000);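 active = inhibition of 40% or more at the single tested concentration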;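 also: wild-type TIM10 isogenic control strain grown at permissive 25 °C; 0% = DMSO yeast wells and 100% = minimal medium wells without yeast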
APOBEC3A inh = inhibitors of human APOBEC3A DNA deaminase; recombinant A3A, FAM/TAMRA ssDNA deamination fluorescence; actives 0.41% (n = 330,000); inhibition, % at 20 µM;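 active = at least 40% inhibition at 20 µM here, with at most 30% in a related deaminase screen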;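 also: plate controls were A3A with DMSO for no effect and wells lacking A3A enzyme for full effect; some results filed as inactive read as strong as hits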
Target sequence (P31941 whole entry, looked up): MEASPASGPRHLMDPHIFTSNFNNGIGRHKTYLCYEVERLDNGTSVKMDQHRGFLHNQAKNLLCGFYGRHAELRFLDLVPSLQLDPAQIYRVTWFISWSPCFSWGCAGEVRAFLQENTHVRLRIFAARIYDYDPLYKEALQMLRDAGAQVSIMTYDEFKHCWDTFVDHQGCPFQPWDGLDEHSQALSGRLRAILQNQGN
Numbers without * were called inactive. This is a random part of the collection, and some 4.6% of all compounds hit somewhere here.

SMILES	NLRP3 yeast inh	MIN6 prolif	APOBEC3G inh	tim10-1 inh	mIAP activ	hIAP inh	mIAP inh	TIM10 inh	APOBEC3A inh
COc1cc(C)c(NC(c2ccccc2)c2ccccc2)cc1OC	13.1	-4.6	-2.9	3.8	1.02	-8.8	-2.1	1.6	0.7
COc1ccc(N=C2SC(C(=O)N3CCN(c4ccc([N+](=O)[O-])cc4)CC3)CC(=O)N2C)cc1 (stereo not given)	8.2	0.1	-5.5	12.8	0.877	-49.6	12.3	8.4	-0.4
CCOC(=O)[C@@H]1[C@H]2COc3ccc(Br)cc3[C@H]2N2C(=O)N(c3ccc(Cl)cc3)C(=O)[C@@]12C	2.1	-6.0	-4.7	16.3	1.06	-13.3	-6.0	14.6	-7.2
COc1ccc(CN(C(C)=O)c2cccc(C)c2C)cc1	-2.9	-1.1	-8.4	-10.9	0.986	10.4	1.4	-2.3	-4.7
N#C/C(=C\c1ccc(N2CCOCC2)cc1)c1ccccc1	21.7	-3.2	-5.7	-9.1	0.998	-1.6	0.2	-12.3	-1.1
COC(=O)c1ccccc1NC(=O)C1CC(=O)N(c2ccc(C)cc2)C1 (stereo not given)	12.0	0.6	6.7	19.5	1.02	6.3	-2.2	4.5	11.3
CCn1cc(Br)c(C(=O)Nc2ccccc2C(=O)OC)n1	26.1	0.8	-1.8	38.0	0.972	0.4	2.8	18.3	-3.1
COCCCNC(=S)NCCc1ccc(F)cc1	14.7	-1.2	-7.3	-22.8	1.04	-0.1	-4.5	-7.5	-3.9
Cc1nc(C)c(C(=O)NNS(=O)(=O)c2ccc3ccccc3c2)s1	5.5	-1.0	-2.9	15.6	0.939	18.4	6.1	1.9	-3.0
O=C1OC(N2C(=O)CC[C@H]2C(=O)Nc2ccc(Br)cc2F)c2ccccc21 (stereo not given in full)	22.6	-0.3	-8.9	3.6	0.887	-11.2	11.3	1.0	-3.7
Nc1nc(-c2ccc(Cl)cc2)c(N=Nc2ccc(S(=O)(=O)N3CCOCC3)cc2)s1	24.2	0.0	-14.2	28.1	0.809	-20.0	19.1	11.2	-4.8
CC1CCCC(C)N1C(=O)c1ccccc1Nc1ccc(SC(F)F)cc1 (stereo not given)	13.5	-5.1	-2.8	34.4	0.939	-1.8	6.1	36.6	-3.1
COc1cc(C(=O)OCCNC(=O)c2cccnc2)cc(OC)c1OC	5.0	-3.6	-7.0	-7.3	0.997	8.5	0.3	-7.4	-1.6
COc1cc(S(=O)(=O)N2CCN=C2c2ccccc2)ccc1F	3.4	1.0	-3.6	-3.6	0.939	-18.2	6.1	-27.3	-1.1
COC(=O)CSc1nc(N2CCOCC2)c2c(c1C#N)CC(C)(C)N(C)C2	-5.7	-3.9	-9.5	7.6	1.05	-30.6	-5.0	-10.9	-1.0
O=c1[nH]c(C2CCN(S(=O)(=O)Cc3ccccc3)CC2)nc2c1nnn2Cc1ccccc1Cl	18.5	-2.8	-13.2	-14.4	0.929	16.1	7.1	-15.7	1.7
S=c1[nH]nc(-c2ccco2)n1/N=C/c1ccccn1	14.2	-1.0	59.3*	6.3	0.986	18.0	1.4	-4.5	-0.9
CCN(CC(=O)Nc1c(F)cccc1F)C(=O)c1ccc(C)c(S(=O)(=O)N2CCCCC2)c1	10.4	-5.7	-0.3	19.4	0.882	-5.4	11.8	-3.7	-0.4
CCC(C)N=CC1=C(O)CC(c2ccccc2)CC1=O (stereo not given)	0.7	-3.7	-5.3	8.6	1.07	-1.4	-6.6	-10.2	1.2
C/C(=N/NS(=O)(=O)c1cc(C)ccc1C)c1ccncc1	6.5	-4.7	-0.4	14.6	1.03	-1.7	-3.4	12.3	-0.4
COc1ccc(NS(=O)(=O)c2ccc(C(=O)N3CCCCCC3)cc2)cc1	2.6	-4.9	-7.9	5.1	1.09	-2.0	-9.1	6.2	-4.4
O=C(CS(=O)(=O)c1ccccc1)Nc1ccc(S(=O)(=O)Nc2ncccn2)cc1	16.5	-1.0	-5.5	-6.1	1	1.3	-0.4	-16.8	-2.0
CC(C)c1ccc(S(=O)(=O)NC2CCCC2)cc1	33.7	-3.7	-4.5	19.0	0.914	-1.8	8.6	4.1	0.8
CC(C)n1cnnc1SCC(=O)Nc1cccc(S(=O)(=O)N(C)c2ccccc2)c1	-2.9	-2.7	-2.0	1.9	0.929	11.2	7.1	1.7	2.7
Cc1cc(OCC(=O)N(Cc2ccccc2)C2CCS(=O)(=O)C2)ccc1Cl (stereo not given)	16.7	-2.9	-5.8	18.3	1.04	-26.6	-3.9	-5.1	-4.5

An excerpt from above in order of the NLRP3 yeast inh value, low to high:
Structure	NLRP3 yeast inh
CC(C)n1cnnc1SCC(=O)Nc1cccc(S(=O)(=O)N(C)c2ccccc2)c1	-2.9
COc1ccc(N=C2SC(C(=O)N3CCN(c4ccc([N+](=O)[O-])cc4)CC3)CC(=O)N2C)cc1 (stereo not given)	8.2
Cc1cc(OCC(=O)N(Cc2ccccc2)C2CCS(=O)(=O)C2)ccc1Cl (stereo not given)	16.7
O=C1OC(N2C(=O)CC[C@H]2C(=O)Nc2ccc(Br)cc2F)c2ccccc21 (stereo not given in full)	22.6
Nc1nc(-c2ccc(Cl)cc2)c(N=Nc2ccc(S(=O)(=O)N3CCOCC3)cc2)s1	24.2

Back to the main list, starting 2 compounds before the break.
SMILES	NLRP3 yeast inh	MIN6 prolif	APOBEC3G inh	tim10-1 inh	mIAP activ	hIAP inh	mIAP inh	TIM10 inh	APOBEC3A inh
CC(C)n1cnnc1SCC(=O)Nc1cccc(S(=O)(=O)N(C)c2ccccc2)c1	-2.9	-2.7	-2.0	1.9	0.929	11.2	7.1	1.7	2.7
Cc1cc(OCC(=O)N(Cc2ccccc2)C2CCS(=O)(=O)C2)ccc1Cl (stereo not given)	16.7	-2.9	-5.8	18.3	1.04	-26.6	-3.9	-5.1	-4.5
O=C(NC(=O)c1cccc(OC(F)(F)C(F)F)c1)OC1CCS(=O)(=O)C1 (stereo not given)	6.1	5.5	-6.5	-11.9	1.02	1.6	-2.5	5.3	-2.4
Cc1c(C(=O)NC2CCCc3ccccc32)cccc1[N+](=O)[O-] (stereo not given)	11.0	-3.6	8.8	18.1	1.09	-12.2	-8.7	-8.9	-4.5
O=C(CSc1ccc2nnc(-c3ccncc3)n2n1)NCC1CCCO1 (stereo not given)	15.4	-3.3	-8.1	7.8	1.02	-1.8	-2.2	11.1	-4.1
O=C(C1CCCN1S(=O)(=O)c1ccc(Cl)cc1)N1CCCCC1 (stereo not given)	6.5	-3.4	-3.3	17.6	0.958	-21.0	4.2	-1.3	-4.2
Cc1ccc(C(=O)NCC2(c3ccccc3)CCCC2)cc1	29.3	-0.2	-2.6	13.6	0.967	-13.4	3.3	16.1	-1.6
O=c1[nH]c(=O)c2nc3c4ccccc4c4ccccc4c3nc2[nH]1	-2.7	-2.3	33.3	-18.6	1.04	-71.1	-3.8	-14.4	42.5
